KOR beta-arrestin-1: kappa opioid receptor activators – cell-based, luminescence, uHTS, primary screen (AID 1777); KOR beta-arrestin recruitment, luminescence; higher % means a stronger effect; one-dose activation, % at 10 µM; EC50 in µM for titrated hits; actives 0.02% (n = 280,000); in the data active = activation above about 50%, passing the limit was not always enough; note: a part of the inactive calls stands beside numbers as strong as those of hits
West Nile antiviral: West Nile virus antiviral activity, cell-based, CPE readout (AID 1621); CPE inhibition, % at 10 µM; hits with a dose series show IC50 in µM; actives 0.02% (n = 290,000); West Nile virus-infected cells, CPE inhibition; higher % means a stronger effect; in the data active = a potency from the dose series; note: strong numbers were not always called active
GPR55 beta-arrestin: selective activators of receptor GPR55 – imaging, U2OS cells, beta-arrestin-GFP redistribution, primary screen (AID 1961) | actives 0.048% (n = 290,000) | activation, % at 10 µM; hits with a dose series show EC50 in µM | U2OS GPR55 beta-arrestin-GFP redistribution imaging; higher % means a stronger effect;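 active = activation above 40% with more than 50 cells counted in the well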;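 note: U2OS osteosarcoma cells stably expressing GPR55 and beta-arrestin-GFP; plate controls were DMSO negative control for no effect and LPI positive control for full effect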
GPR55 antagonists: inhibition of LPI-stimulated GPR55 beta-arrestin translocation – imaging, U2OS, beta-arrestin-GFP, LPI agonist, primary screen (AID 2013). actives 0.13% (n = 290,000). inhibition, % at 10 µM; hits with a dose series show IC50 in µM. U2OS GPR55 beta-arrestin-GFP translocation imaging, LPI antagonism; higher % means a stronger effect;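 active = spots per cell inhibited over 60%, with over 100 cells counted and total cytoplasm intensity under 500,000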;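 note: U2OS cells stably carrying GPR55 and arrestin-GFP stimulated by 5 µM LPI near EC80; imaged beta-arrestin-GFP aggregate spots per cell after agonist stimulation; plate controls were LPI-stimulated DMSO wells for no effect and DMSO wells without LPI for full effect; some results filed as inactive read as strong as hits; confirmed hits need IC50 under 10 µM and bright autofluorescent wells are also inconclusive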
GPR35 arrestin U2OS: GPR35 antagonists blocking zaprinast-driven arrestin recruitment, primary screen, imaging, U2OS, beta-arrestin-GFP, zaprinast agonist (AID 2058); U2OS GPR35 beta-arrestin-GFP translocation imaging, zaprinast antagonism; higher % means a stronger effect; inhibition, % at 10 µM, or IC50 in µM where a hit was titrated; actives 0.052% (n = 290,000);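 active = inhibition of at least 50% with at least 30 cells and total cytoplasm GFP at most 10,000,000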
HIV fusion peptide: inhibitors of HIV fusion peptide binding, primary screen, biochemical, uHTS, fluorescence dequenching (AID 1986). cell-free peptide binding, fluorescence dequenching, 30 min; higher % means a stronger effect. one-dose inhibition, % at 20 µM; IC50 in µM for titrated hits. actives 0.3% (n = 290,000); in the data active = inhibition mostly above about 52%, no sharp cut-off; inactive = mostly below about 76%; note: some results filed as inactive read as strong as hits
NOD1 inhibition: inhibition of NOD1-driven NF-kB reporter – cell-based, luminescence, uHTS, primary screen (AID 1578); actives 1% (n = 290,000); NOD1-driven NF-kB luciferase reporter cells, luminescence; higher % means a stronger effect; inhibition, % at 4 µM; hits with a dose series show EC50 in µM; in the data active = inhibition mostly above about 36%, no sharp cut-off; inactive = mostly below about 34%;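 note: HEK-293T reporter cells stimulated with the NOD1 agonist gamma-tri-DAP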
Dengue-2 NS5 capping: Dengue-2 NS5 methyltransferase inhibitors, primary screen, biochemical, confirmation dose response (AID 588689). actives 0.3% (n = 340,000). Dengue-2 NS5 methyltransferase capping enzyme assay, biochemical; higher % means a stronger effect. inhibition, % at 25 µM, or IC50 in µM where a hit was titrated; in the data active = a potency from the dose series
KOR beta-arrestin-2: KOR antagonists, beta-arrestin recruitment, cell-based, luminescence, uHTS (AID 1778). actives 0.091% (n = 290,000). KOR beta-arrestin recruitment, luminescence, antagonist mode; higher % means a stronger effect. inhibition, % at 10 µM; hits with a dose series show IC50 in µM; in the data active = inhibition above about 50%; note: strong numbers were not always called active
* = called active by the depositor; [ ] = another dose, or the depositor's remark. Some of the compounds tested; rates above refer to the full screens.

Screening N#Cc1c2n(c3c(=O)[nH]cnc13)CCCC2 returned KOR beta-arrestin-1 -3.6%, West Nile antiviral -0.2%, GPR55 beta-arrestin -0.2%, GPR55 antagonists -5%, GPR35 arrestin U2OS -1%, HIV fusion peptide -2.4%, NOD1 inhibition 6%, Dengue-2 NS5 capping -1% and KOR beta-arrestin-2 -3%.
Screening O=C(c1cc(-c2ccc3c(c2)OCO3)on1)N1CCOCC1 returned KOR beta-arrestin-1 -2.3%, West Nile antiviral 0.6%, GPR55 beta-arrestin 0.2%, GPR55 antagonists -14%, GPR35 arrestin U2OS 9%, HIV fusion peptide 0.4%, NOD1 inhibition 9%, Dengue-2 NS5 capping 0% and KOR beta-arrestin-2 23%.
CC1(C)CC(Nc2ccc(C(F)(F)F)cc2[N+](=O)[O-])CC(C)(C)N1 was read as KOR beta-arrestin-1 -7.8%, West Nile antiviral 1.3%, GPR55 beta-arrestin -0.1%, GPR55 antagonists -15%, GPR35 arrestin U2OS 0%, HIV fusion peptide -0.4%, NOD1 inhibition -27%, Dengue-2 NS5 capping 3% and KOR beta-arrestin-2 -3%[20 µM].
Screening COc1ccc(NC(=O)Cc2ccc(Cl)cc2Cl)cn1 returned KOR beta-arrestin-1 -6.7%, West Nile antiviral 0.2%, GPR55 beta-arrestin -0.4%, GPR55 antagonists 8%, GPR35 arrestin U2OS 2%, HIV fusion peptide 1.5%, NOD1 inhibition -29%, Dengue-2 NS5 capping -5% and KOR beta-arrestin-2 19%.
For COc1ccc(/C=C2/C(=O)N=C3SCCN32)cc1 the results were KOR beta-arrestin-1 0.7%, West Nile antiviral 0.1%, GPR55 beta-arrestin 0.3%, GPR55 antagonists 3%, GPR35 arrestin U2OS 18%, HIV fusion peptide 1.9%, NOD1 inhibition 11%, Dengue-2 NS5 capping -9% and KOR beta-arrestin-2 -12%.
c1ccc(CC2CCN(c3ncnc4sccc34)CC2)cc1 was read as KOR beta-arrestin-1 5.3%, West Nile antiviral 0.0%, GPR55 beta-arrestin 0.6%, GPR55 antagonists 14%, GPR35 arrestin U2OS -10%, HIV fusion peptide -0.5%, Dengue-2 NS5 capping -4% and KOR beta-arrestin-2 -9%.
Screening Cc1nn2c(=S)[nH]nc2[nH]c1=O returned KOR beta-arrestin-1 -5.5%, West Nile antiviral 0.7%, GPR55 beta-arrestin 0.0%, GPR55 antagonists 6%, GPR35 arrestin U2OS -10%, HIV fusion peptide 0.9%, NOD1 inhibition -36%, Dengue-2 NS5 capping -5% and KOR beta-arrestin-2 16%.
`Cc1ccccc1C(=O)c1c[nH]c(C(=O)NCc2ccco2)c1` gave KOR beta-arrestin-1 -2.1%, West Nile antiviral -0.4%, GPR55 beta-arrestin 0.3%, GPR55 antagonists 26%, GPR35 arrestin U2OS -4%, HIV fusion peptide 0.1%, NOD1 inhibition -34%, Dengue-2 NS5 capping -6% and KOR beta-arrestin-2 13%.
Screening Cc1nc2cc(C(=O)O)ccc2n1C1CCCCC1 returned KOR beta-arrestin-1 -2.3%, West Nile antiviral -0.2%, GPR55 beta-arrestin 0.1%, GPR55 antagonists 22%, GPR35 arrestin U2OS -2%, HIV fusion peptide 2.8%, NOD1 inhibition -36%, Dengue-2 NS5 capping 1% and KOR beta-arrestin-2 8%.
COc1ccc(C(=O)NCCCn2cccn2)cc1OC1CCN(C(C)=O)CC1 was read as KOR beta-arrestin-1 2.5%, West Nile antiviral -0.3%, GPR55 beta-arrestin 0.0%, GPR55 antagonists -8%, GPR35 arrestin U2OS 9%, HIV fusion peptide 0.8%, NOD1 inhibition -32%, Dengue-2 NS5 capping -4% and KOR beta-arrestin-2 -18%.
`COc1ccccc1N1CCN(CC(=O)c2c(N)n(C)c(=O)n(C)c2=O)CC1` gave KOR beta-arrestin-1 -4.2%, West Nile antiviral -0.6%, GPR55 beta-arrestin -0.4%, GPR55 antagonists -8%, GPR35 arrestin U2OS 1%, HIV fusion peptide -0.5%, NOD1 inhibition -27%, Dengue-2 NS5 capping -9% and KOR beta-arrestin-2 22%.
Screening CC(=O)NC(=S)Nc1sc2c(c1C(N)=O)CCC(C)C2 (stereo unspecified) returned KOR beta-arrestin-1 1.6%, West Nile antiviral -1.0%, GPR55 beta-arrestin -0.1%, GPR55 antagonists -2%, GPR35 arrestin U2OS 5%, HIV fusion peptide 1.3%, NOD1 inhibition -56%, Dengue-2 NS5 capping 8% and KOR beta-arrestin-2 -21%[20 µM].
Screening CSc1nc(NCc2ccccc2)c2c3c(sc2n1)CN(C)CC3 returned KOR beta-arrestin-1 1.0%, West Nile antiviral -1.3%, GPR55 beta-arrestin -0.3%, GPR55 antagonists -17%, GPR35 arrestin U2OS -4%, HIV fusion peptide 1.0%, NOD1 inhibition -39%, Dengue-2 NS5 capping -4% and KOR beta-arrestin-2 -57%.
`CC(=O)c1ccc(N2CCN(C(=O)/C=C/c3ccc(S(=O)(=O)N4CCOCC4)cc3)CC2)cc1` gave KOR beta-arrestin-1 -5.1%, West Nile antiviral -1.0%, GPR55 beta-arrestin -0.1%, GPR55 antagonists 12%, GPR35 arrestin U2OS -3%, HIV fusion peptide -2.5%, NOD1 inhibition -11% and KOR beta-arrestin-2 -41%[20 µM].
Screening Cc1ccccc1OCC(=O)NCCCNC(=O)c1cccnc1 returned KOR beta-arrestin-1 -0.9%, West Nile antiviral 1.1%, GPR55 beta-arrestin -0.2%, GPR55 antagonists -4%, GPR35 arrestin U2OS -4%, HIV fusion peptide -0.2%, NOD1 inhibition -14%, Dengue-2 NS5 capping -2% and KOR beta-arrestin-2 -38%.
NNC(=O)c1cc(C2CC2)nc2ccc(Br)cc12 was read as KOR beta-arrestin-1 2.2%, West Nile antiviral -0.1%, GPR55 beta-arrestin 1.2%, GPR55 antagonists 10%, GPR35 arrestin U2OS 5%, HIV fusion peptide 1.7%, NOD1 inhibition -11%, Dengue-2 NS5 capping 4% and KOR beta-arrestin-2 20%.
Clc1cccc(CN2CCN(c3nc4nonc4nc3NC3CC3)CC2)c1 was read as KOR beta-arrestin-1 4.7%, West Nile antiviral -1.6%, GPR55 beta-arrestin -0.1%, GPR55 antagonists 3%, GPR35 arrestin U2OS 8%, HIV fusion peptide 3.4%, NOD1 inhibition 14%, Dengue-2 NS5 capping -11% and KOR beta-arrestin-2 -26%.
For CN(NC(=O)C1CC(=O)N(c2ccccc2)C1)C1=NS(=O)(=O)c2ccccc21 (stereo unspecified) the results were KOR beta-arrestin-1 -5.7%, West Nile antiviral -0.2%, GPR55 beta-arrestin -0.3%, GPR55 antagonists 5%, GPR35 arrestin U2OS -8%, HIV fusion peptide -2.5%, NOD1 inhibition -34%, Dengue-2 NS5 capping 5% and KOR beta-arrestin-2 -7%.
Screening O=C(Nc1ccccc1C(=O)N1CCOCC1)C1CC(=O)N(c2ccc(F)cc2)C1 (stereo unspecified) returned KOR beta-arrestin-1 1.5%, West Nile antiviral -0.4%, GPR55 beta-arrestin 0.3%, GPR55 antagonists 13%, GPR35 arrestin U2OS 3%, HIV fusion peptide 2.9%, NOD1 inhibition -24%, Dengue-2 NS5 capping 3% and KOR beta-arrestin-2 -36%.
Cc1cccc(NC(=O)NCc2ccc3c(c2)OCO3)c1C was read as KOR beta-arrestin-1 4.9%, West Nile antiviral 0.7%, GPR55 beta-arrestin 0.0%, GPR55 antagonists -6%, GPR35 arrestin U2OS 4%, HIV fusion peptide 3.1%, NOD1 inhibition -46%, Dengue-2 NS5 capping -13% and KOR beta-arrestin-2 3%.
For COc1ccc(Cl)cc1C(=O)NNC(=S)NC1CCCCC1 the results were KOR beta-arrestin-1 2.4%, West Nile antiviral -0.3%, GPR55 beta-arrestin -0.3%, GPR55 antagonists 9%, GPR35 arrestin U2OS 0%, HIV fusion peptide -0.1%, NOD1 inhibition 1% and KOR beta-arrestin-2 6%.
For CC(=O)NCC1(O)CCCC(C)C1 (stereo unspecified) the results were KOR beta-arrestin-1 4.4%, West Nile antiviral 0.2%, GPR55 beta-arrestin -0.1%, GPR55 antagonists -3%, GPR35 arrestin U2OS 6%, HIV fusion peptide -1.3%, NOD1 inhibition 5%, Dengue-2 NS5 capping -3% and KOR beta-arrestin-2 24%.
For CN(C)c1ccc(C(=S)N2CCN(C(=S)Nc3cccc4ccccc34)CC2)cc1 the results were KOR beta-arrestin-1 -1.9%, West Nile antiviral -0.6%, GPR55 beta-arrestin -0.4%, GPR55 antagonists 9%, GPR35 arrestin U2OS -1%, HIV fusion peptide -6.2%, NOD1 inhibition 7%, Dengue-2 NS5 capping 2% and KOR beta-arrestin-2 -1%.
For CN(CC(=O)NCCc1ccc(S(N)(=O)=O)cc1)Cc1c(F)cccc1Cl the results were KOR beta-arrestin-1 -2.4%, West Nile antiviral 0.1%, GPR55 beta-arrestin -0.1%, GPR55 antagonists 2%, GPR35 arrestin U2OS 19%, HIV fusion peptide -1.3%, NOD1 inhibition -31%, Dengue-2 NS5 capping -8% and KOR beta-arrestin-2 -16%.
Screening COc1ccc(S(=O)(=O)NC(CC(=O)NCC2CCCO2)c2ccco2)cc1 (stereo unspecified) returned KOR beta-arrestin-1 -3.1%, West Nile antiviral 0.2%, GPR55 beta-arrestin -0.4%, GPR55 antagonists 1%, GPR35 arrestin U2OS 7%, HIV fusion peptide -1.9%, NOD1 inhibition 12%, Dengue-2 NS5 capping -3% and KOR beta-arrestin-2 7%.
Screening CCn1c(COc2ccc(Cl)cc2)nnc1SCc1ccc(C#N)cc1 returned KOR beta-arrestin-1 -4.3%, West Nile antiviral -0.4%, GPR55 beta-arrestin -0.4%, GPR55 antagonists 3%, GPR35 arrestin U2OS 1%, HIV fusion peptide -3.5%, NOD1 inhibition -1%, Dengue-2 NS5 capping -2% and KOR beta-arrestin-2 20%.
Cc1c(NC(=O)c2csc3c2CCCC3)c(=O)n(-c2ccccc2)n1C was read as KOR beta-arrestin-1 -3.6%, West Nile antiviral -0.1%, GPR55 beta-arrestin -0.3%, GPR55 antagonists -1%, GPR35 arrestin U2OS 0%, HIV fusion peptide -0.5%, NOD1 inhibition -32%, Dengue-2 NS5 capping 0% and KOR beta-arrestin-2 -6%.
`O=S(=O)(O)c1ccc(N=Nc2ccccc2)cc1` gave KOR beta-arrestin-1 4.6%, West Nile antiviral 0.2%, GPR55 beta-arrestin 1.2%, GPR55 antagonists 9%, GPR35 arrestin U2OS -1%, HIV fusion peptide 0.7%, NOD1 inhibition -3%, Dengue-2 NS5 capping -10% and KOR beta-arrestin-2 21%.

Source: PubChem BioAssay
